From PubChem BioAssay
PMI act hi M6P: increases human PMI activity with near-saturating mannose 6-phosphate; P34949; coupled PMI enzyme assay, resazurin fluorescence, 20 min; hits give high values; 1 = untreated enzyme, 0 = substrate-free blank; activation factor at 20 µM; actives 0.34% (n = 190,000); AID 1216;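 active = activation factor of 2 or more at 20 µM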
Target sequence (P34949 whole entry, looked up): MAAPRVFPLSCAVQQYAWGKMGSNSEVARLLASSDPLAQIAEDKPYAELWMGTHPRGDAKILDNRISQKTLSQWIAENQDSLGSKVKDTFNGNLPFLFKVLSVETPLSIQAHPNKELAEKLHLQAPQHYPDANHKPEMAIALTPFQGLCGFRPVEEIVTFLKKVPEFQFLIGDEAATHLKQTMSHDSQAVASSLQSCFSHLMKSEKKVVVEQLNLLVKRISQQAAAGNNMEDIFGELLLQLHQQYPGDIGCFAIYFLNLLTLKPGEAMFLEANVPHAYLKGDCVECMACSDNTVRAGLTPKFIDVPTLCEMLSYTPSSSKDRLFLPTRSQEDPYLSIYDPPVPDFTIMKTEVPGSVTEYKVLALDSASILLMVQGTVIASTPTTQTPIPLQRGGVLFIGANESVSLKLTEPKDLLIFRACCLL
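test system = human PMI in coupled enzyme assay | medium = HEPES-buffered pH 7.4 with magnesium and detergent | also added = 1.0 mM mannose-6-phosphate substrate with 0.22 mM NADP+ | compound = 20 µM single dose | times = 20 min incubation at room temperature | measured by = resorufin fluorescence (Ex 544/Em 590 nm) from resazurin via diaphorase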
DTT redox prof: compounds producing H2O2 with reducing agent – biochemical, NIH compound library profiling, artefact control for MLSCN library redox annotation, primary screen; DTT-dependent redox cycling H2O2, phenol red/HRP absorbance; 100% = 100 µM peroxide control, 0% = buffer; activation, % at 10 µM; actives 0.03% (n = 200,000);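 active = activation of at least 50% relative to the plate's high and low controls in the primary single-dose screen; inactive = activation below 50%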;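 note: compound incubated with DTT at 0.8 mM final as the reducing agent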
L major viab: reduces viability of Leishmania major promastigotes | resazurin fluorescence viability | inhibition, % at 10 µM | actives 9% (n = 200,000) | AID 1063;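 note: promastigotes grown with compound for 44 hours at 28 °C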
Diaphorase act: activates diaphorase or chemically reduces, flagging diaphorase assay artifacts; Diaphorase/resazurin coupled assay, resorufin fluorescence, 16 min; hits give high values; 1 = vehicle wells, 0 = NADH-free wells; activation factor at 20 µM; actives 0.005% (n = 190,000);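 active = diaphorase activity raised at least twofold by the compound at 20 µM; inactive = activation factor below 2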
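Measured by – red resorufin fluorescence at 544/590 nm excitation/emission · Test system – Clostridium kluyveri diaphorase, purified enzyme · Incubation – reaction time 16 min, room temperature · Buffer or medium – 50 mM HEPES pH 7.4 with 4.542 mM MgCl2, 0.005% Tween 20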
Hsp70 activator: Hsp70 transcriptional activation, primary screen; actives 0.04% (n = 200,000); HeLa Hsp70 promoter luciferase reporter, luminescence; scaled: vehicle 0, proteasome-inhibitor control 100%; activation, % at 10 µM;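 active = activation above the mean across all tested compounds plus 3 SD, cutoff set per campaign, cut at about 5.5% in these data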;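 note: 100% = MG132 at 30 µM as the positive control and 0% = DMSO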
S1P3 antagonist: antagonists of human S1P3 receptor; CHO S1P3 NFAT-BLA reporter, FRET fluorescence, antagonist mode; inhibition, % at 4.98 µM; actives 0.27% (n = 170,000); AID 485;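 active = inhibition above the plate cutoff, the mean inhibition of test wells on that plate plus 3 SD, cut at about 28% in these data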;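 note: cells challenged with S1P at its EC80 of 0.8 µM; blue over green emission ratio from cleaved BLA substrate after 4 h stimulation; 0% = S1P-stimulated wells and 100% = unstimulated DMSO-only wells; some compounds past the cut are filed as inactive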
Target sequence (Q99500 whole entry, looked up): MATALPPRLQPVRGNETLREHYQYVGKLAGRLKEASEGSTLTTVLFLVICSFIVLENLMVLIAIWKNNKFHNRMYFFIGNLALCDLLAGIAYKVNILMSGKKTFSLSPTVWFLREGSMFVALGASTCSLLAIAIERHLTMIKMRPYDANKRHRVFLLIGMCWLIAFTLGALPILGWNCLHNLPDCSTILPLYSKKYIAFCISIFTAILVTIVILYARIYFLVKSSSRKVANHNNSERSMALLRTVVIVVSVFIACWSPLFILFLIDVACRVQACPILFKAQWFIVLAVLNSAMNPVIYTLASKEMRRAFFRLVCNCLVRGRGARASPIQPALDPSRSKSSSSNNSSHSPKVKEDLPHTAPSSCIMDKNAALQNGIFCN
PMI act: activators of human phosphomannose isomerase; P34949; purified human PMI, coupled resazurin fluorescence, 20 min; hits give high values; 1 = vehicle control, 0 substrate-free wells; activation factor at 20 µM; actives 0.005% (n = 190,000); AID 1214;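 active = activation factor of 2 or more at 20 µM, relative to plate controls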
G6PDH counter: counter-screen for G6PDH assay hits: L. mesenteroides G6PDH inhibition | Purified L. mesenteroides G6PDH, diaphorase/resazurin coupled fluorescence, 45 min | AID 1020 | actives 0.12% (n = 200,000) | inhibition, % at 5 µM
Diaphorase inh: inhibits diaphorase or chemically oxidizes, flagging diaphorase assay artifacts. actives 0.69% (n = 190,000). inhibition, % at 20 µM. AID 1217. diaphorase resazurin-to-resorufin fluorescence, NADH, 16 min; bacterial (C. kluyveri) enzyme, not human;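 active = primary screen inhibition at 20 µM above a set limit, cut at about 50% in these data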;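 note: plate controls were DMSO with full reaction for no effect and wells lacking NADH for full effect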
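material = Clostridium kluyveri diaphorase enzyme | amount = 0.14 U/mL diaphorase, enzyme working solution | schedule = incubation 16 min, room temperature | detection = fluorescence of resorufin formed from resazurin, Ex 544/Em 590 nm | benchmarks = positive control minus NADH, DMSO neutral control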
TLR4 MyD88 comp: blocks binding of human TLR4 to MyD88; AID 861; inhibition, % at 8.4 µM; O00206+Q99836; actives 0.18% (n = 200,000); HeLa CL3-4 TLR4/MyD88 BLA complementation, FRET ratio; in the data active = inhibition above about 25%;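 note: 0% = vehicle and 100% = reference inhibitor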
RAM network inh: inhibitors of the yeast RAM network; S. cerevisiae dse1pr::URA3 reporter, 5-FOA growth OD615, 2 d; analog-sensitive cbk1-as2 kinase mutant strain; inhibition, % at 50 µM; actives 1.8% (n = 190,000);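 active = inhibition above a set limit, 3 SD over mean compound inhibition, cut at about 8.4% in these data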;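 note: 0% = DMSO-only wells with no growth and 100% = 10 µM 1-NA-PP1 full growth; inhibition rescues growth on 5-FOA so higher OD means more RAM inhibition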
* = called active by the depositor; x = not tested or not shown. Cut-off read from the data, not from the text of the source, unless noted: active = inhibition above about 50%; inactive = the rest. An unsorted share of the library; any-hit rate near 12%.

SMILES	PMI act hi M6P	DTT redox prof	L major viab	Diaphorase act	Hsp70 activator	S1P3 antagonist	PMI act	G6PDH counter	Diaphorase inh	TLR4 MyD88 comp	RAM network inh
Cc1nn2c(CN(C(=O)CN3CCOCC3)c3ccccc3)nnc2c2ccccc12	1	0.0	-2	1.1	-0.2	-13	1	18	-6	-10	-0.4
COc1ccc(NC(=O)c2cc(C)on2)cc1OC	0.9	-0.9	-5	0.8	-0.5	16	0.9	1	15	2	1.8
COC(=O)c1ccc(NC(=O)Cc2ccc(C)cc2)cc1	1.2	0.3	65*	1.1	-0.4	x	1.2	8	-14	5	2.0
CC1Cc2nc(SCC(=O)NCc3ccccc3)n(Cc3ccccc3)c(=O)c2S1 (stereo unspecified)	0.8	-0.2	6	0.8	-0.1	x	0.8	11	18	7	1.7
CCS(=O)(=O)c1ccc(O)c(NC(=O)COc2ccc(Cl)cc2)c1	1	-0.1	-13	1	-0.1	-2	1	3	1	2	0.3
CCn1c(SCC(=O)NCc2ccco2)nc2ccccc2c1=O	1	-0.4	-1	0.9	0.1	-13	1	-1	5	1	1.5
COc1cc(NC(=O)c2ccccc2Cl)ccc1NC(=O)c1ccco1	1	0.2	1	0.9	0.7	x	0.9	-1	13	-5	1.9
COc1ccc(/C=C/C(=O)NCCCn2ccnc2)cc1	0.9	0.6	47	0.9	-0.2	-2	1	4	11	5	1.9
CCn1c(SCC(=O)NCc2ccco2)nnc1C(C)C	0.9	1.7	-10	0.9	0.0	-84	1	19	9	15	0.1
COc1ccc(NC(=O)CN(C)C(C)C(=O)N2CCCCC2)cc1 (stereo unspecified)	1.1	0.5	7	0.9	-0.2	x	1	0	12	-2	2.4
CN1C(=O)OC(C)(CCc2ccccc2)C1(C)O (stereo unspecified)	1.2	-6.7	-5	1.2	-0.3	8	1.1	8	-22	1	3.2
Cc1ccc(NC(=O)c2nc[nH]c2C(=O)Nc2ccc(C)cc2)cc1	1.1	-2.4	-5	1	-0.3	x	1.1	-3	5	-11	2.3
CC(C)(C)[C@H]1C=C(C(=O)N2CCOCC2)O[C@@H](OCCCCO)C1	1	0.1	-11	0.9	0.2	-8	1	2	15	-11	1.1
O=C(Nc1ccccc1)c1ccc2nsnc2c1	1	-1.0	0	1	-0.2	x	1	14	4	10	0.5
COC(=O)CCC(=O)Nc1ccc(Br)cc1	1	2.7	-12	0.9	0.2	19	1	-19	10	6	1.4
Cc1ccc2c(Cl)cc(Cl)c(OCC(=O)Nc3ccc(C)c(S(=O)(=O)N(C)C)c3)c2n1	0.7	1.0	68*	0.8	-0.3	-11	0.8	-16	19	3	4.8
COCCCNC(NC(=O)c1ccc(OC)cc1)C(Cl)(Cl)Cl (stereo unspecified)	x	0.0	-6	x	-0.3	2	x	11	x	-3	0.9
Cc1ccc(-c2nc(NCC3CCCO3)sc2C)cc1 (stereo unspecified)	1	0.5	-4	0.9	0.1	4	1.1	11	12	7	1.0
CCOc1ccc(NC(=O)c2ccco2)c([N+](=O)[O-])c1	0.9	-0.1	-6	0.9	-0.1	7	0.9	7	9	8	1.7
O=C(NCc1ccccc1)c1cc(=O)[nH]c2ccccc12	1.2	0.0	4	1	0.1	x	1.2	3	-2	10	0.8
O=C1/C(=C/c2cccs2)N=C(c2cccs2)N1Nc1ccccc1	0.8	0.0	0	0.7	-0.2	x	0.8	2	29	2	2.1
Cc1ccc(S(=O)(=O)N(C)CC(=O)N2CCc3ccccc32)cc1	0.8	3.4	-8	0.8	-0.2	-22	0.8	1	21	-9	3.9
CCOC(=O)c1cnn(-c2nc(CC)nc3sc4c(c23)CCC4)c1N	1	1.6	27	0.8	-0.2	0	1	8	16	17	2.6
CC(C)(C)C1(O)CC(C(F)(F)F)=NN1C(=O)CCCc1ccccc1 (stereo unspecified)	0.8	-2.2	7	0.8	-0.2	-23	0.9	6	22	9	-1.6
COc1ccc(N2CCN(C(CNS(C)(=O)=O)c3ccco3)CC2)cc1 (stereo unspecified)	0.7	-0.4	-6	0.9	-0.1	-13	0.9	12	15	-1	1.9
O=C(CSc1ccccc1F)NC(=O)NCc1ccco1	1	-0.4	3	0.9	-0.1	-17	1.2	6	6	1	5.8
Cc1cc(-c2csc(N)n2)c(C)n1Cc1ccco1	1.6	-2.0	-1	0.8	-0.1	-9	1.5	12	19	7	2.9
COc1cc2[nH]c(=O)n(Cc3ccc(C(=O)NCCCN4CCN(C)CC4)cc3)c(=O)c2cc1OC	1.1	0.3	2	1	-0.2	x	1	-2	-4	5	-0.3
O=C(CN1CCN(Cc2ccc3c(c2)OCO3)CC1)N1CCc2[nH]c3ccccc3c2C1	0.9	0.1	82*	0.8	-0.3	-13	0.9	1	20	14	1.5
CCOc1ncccc1C(=O)OCc1ccc([N+](=O)[O-])cc1	1	-1.1	3	0.9	-0.3	-6	1	7	8	-11	2.1
COc1ccc(OCC(=O)Nc2cccc(C(C)=O)c2)cc1	1	1.8	-5	0.9	0.6	3	1	-3	12	3	3.2
Cc1c(NC(=O)CCN2C(=O)c3ccccc3C2=O)c(=O)n(-c2ccccc2)n1C	1.1	2.7	-3	1	-0.1	-15	1.1	9	0	-9	3.9
O=C(N/N=C/c1cn[nH]c1-c1ccccc1)c1ccco1	0.9	-1.0	-3	0.9	-0.1	-17	0.9	9	9	11	0.2
CC(C)c1nnc(NC(=O)CCC(=O)N2CCN(C3CCCCC3)CC2)s1	1.1	0.8	2	1.2	0.2	-12	1.1	8	-17	11	4.3
COC(=O)c1ccccc1NC(=O)NCc1ccccn1	0.9	-3.3	-3	0.8	-0.3	-41	0.8	-13	20	7	2.2
CN(C)c1ccc(C(=O)OCc2ccc(Br)cc2)cc1	0.9	0.2	-7	0.8	-0.4	x	0.9	2	24	11	0.8

A draw from above in order of molar mass, smallest number first:
SMILES	PMI act hi M6P	DTT redox prof	L major viab	Diaphorase act	Hsp70 activator	S1P3 antagonist	PMI act	G6PDH counter	Diaphorase inh	TLR4 MyD88 comp	RAM network inh
Cc1ccc(-c2nc(NCC3CCCO3)sc2C)cc1 (stereo unspecified)	1	0.5	-4	0.9	0.1	4	1.1	11	12	7	1.0
O=C1/C(=C/c2cccs2)N=C(c2cccs2)N1Nc1ccccc1	0.8	0.0	0	0.7	-0.2	x	0.8	2	29	2	2.1
O=C(CN1CCN(Cc2ccc3c(c2)OCO3)CC1)N1CCc2[nH]c3ccccc3c2C1	0.9	0.1	82*	0.8	-0.3	-13	0.9	1	20	14	1.5

More structures.
SMILES	PMI act hi M6P	DTT redox prof	L major viab	Diaphorase act	Hsp70 activator	S1P3 antagonist	PMI act	G6PDH counter	Diaphorase inh	TLR4 MyD88 comp	RAM network inh
CCCC(=O)N1CCN(c2ccc(NC(=O)c3ccc([N+](=O)[O-])o3)cc2Cl)CC1	1	-0.1	101*	1	35*	6	1.1	1	0	-3	-2.6
O=S(CC(O)COCc1ccc(Cl)cc1)c1ccccn1 (stereo unspecified)	0.9	2.5	-4	0.9	0.0	0	0.9	1	11	-10	-0.1
CCOC(=O)c1cccc(NC(=O)CCS(=O)(=O)c2cccc3nsnc23)c1	0.9	-1.6	-1	0.8	-0.2	x	0.8	14	21	-10	2.3
CCOC(=O)CCc1c(C)nc(-n2[nH]c(C)c(CCO)c2=O)[nH]c1=O	0.7	-1.1	-5	1	-0.3	-12	0.9	4	4	-11	0.4
COc1ccccc1CNC(=O)CCS(=O)(=O)c1cccc2nonc12	1	6.9	-4	0.9	-0.1	x	1	6	6	0	0.2
CCOC(=O)N1CCN(C(=O)CSc2nc3c(c(=O)n2-c2ccccc2OC)SCC3)CC1	0.9	1.9	-7	0.9	-0.5	-6	0.9	2	9	-5	1.5
CC(C)(C)NC(=O)c1ccc(NC(=O)C2COc3ccccc3O2)cc1 (stereo unspecified)	0.9	-1.7	-3	0.8	-0.2	x	0.8	-1	16	2	2.4
Cc1c(NC(=O)CC2CC(C)OC2=O)c(=O)n(-c2ccccc2)n1C (stereo unspecified)	x	0.2	8	x	-0.1	-17	x	x	x	-16	x
CCC(O)CNC(=O)CCc1nnc(C2(c3ccc(Cl)cc3)CCC2)o1 (stereo unspecified)	1	0.1	-6	0.9	-0.2	-5	1	6	14	-2	1.5
CCCn1c(=O)c(F)cn(Cc2ccc(OC)c([N+](=O)[O-])c2)c1=O	1.1	2.1	-7	0.9	-0.2	x	1	7	11	8	2.5
CN(C(=O)COC(=O)c1nc(-c2ccccc2)n(-c2ccccc2)n1)C1CCS(=O)(=O)C1 (stereo unspecified)	1	0.8	-5	0.9	-0.3	-22	1	1	8	1	2.8
CC(NC(=O)CCC(=O)c1ccc(F)cc1)C1CC2CCC1C2 (stereo unspecified)	1	0.4	13	0.9	-0.2	-8	1	2	11	-2	1.2
Cc1ccc(NC(=O)C(=O)c2c(-c3ccccc3)cc3ccccn23)cc1S(=O)(=O)N1CCOCC1	1	0.7	18	0.9	-0.3	x	0.9	10	8	11	3.5
O=C(Nc1ccccc1)c1nn(-c2ccccc2)c(=O)cc1C(F)(F)F	1	1.9	11	1	-0.2	x	1	6	-1	-6	4.8
C=CCn1c(COc2ccc(Cl)cc2)nnc1SCC(=O)NCC(=O)OCC	1	1.1	0	1	-0.1	-42	1	3	4	8	-0.6
COc1ccc(NC(=O)Cc2ccc(-c3ccccc3)cc2)cn1	0.7	-1.1	14	1	-0.1	6	1	0	5	0	2.5
O=C(c1ccc(Cl)c(S(=O)(=O)N2CCCC2)c1)N1CCN(c2ccccc2)CC1	1	-1.3	29	1	-0.2	8	1	-6	3	2	0.5
COc1ccc(OC)c(S(=O)(=O)NC(N)=NCCc2ccccc2)c1	1	-0.1	-11	0.9	-0.1	-11	1.1	9	8	-2	0.6
CC(C)(C)OC(=O)C(Cl)(C(=O)OC(C)(C)C)c1ccc2nnnn2n1	1.2	0.0	23	1.1	-0.3	1	1.3	1	-7	3	3.4
O=C1NC2(CCCCC2)C(=O)N1Cc1ccc([N+](=O)[O-])cc1	0.9	x	42	0.9	-0.2	-7	0.9	-7	14	-9	1.3
